# Screening data: PubChem, National Center for Advancing Translational Sciences (NCATS)
# A350 autofl: compounds fluorescent in Alexa 350 spectral region; Compound autofluorescence, 340/450 nm, Alexa 350 dye-equivalents; hits give high values; max dye-equivalent concentration, M; 59,000 compounds, 11% hits; in the data active means max dye-equivalent concentration above about 10 nM; inconclusive means mostly about 1.1 nM to 9.6 nM
# Ub-GFP proteasome: ubiquitin-GFP accumulation via proteasome inhibition; Ubiquitin-GFP reporter cells, proteasome inhibition, GFP fluorescence; response scale: untreated = 0%, 10 µM MG-132 = 100%; 67,000 tested, under 10 active; Potency, µM (doses to about 45.9 µM), for the others: top-dose activation (GFP accumulation), hits mostly activators; active means well fitted activation curve with a large enough effect, not every such curve was filed as active; inconclusive means small, poorly fitted or top-dose-only effect, or another doubt; inactive means no such curve, though single readings can be large or run the other way; further: potency means the concentration at half of the fitted maximal effect
#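 Proteasome blockade was scored as a rise in GFP-expressing U2OS cells carrying a ubiquitin(G76V)-GFP construct, imaged after 4 hr compound treatment at 37 °C across a 46 uM–2.9 nM series.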
# HBB splice mod: alters splicing of the hemoglobin beta chain; HBB splicing reporter cell assay, activation; EGFP reporter with mutant IVS2-654 intron; response scale: normalised to 500 nM splice-correcting PNA; Potency, µM (doses to about 46.1 µM), without a hit: top-dose activation, actives largely listed as activators; 65,000 compounds, 0.06% hits; further: potency means the concentration at half of the fitted maximal effect; 0% is about no effect
#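 Compounds were applied for 2 days to HeLa EGFP-654 cells, 500/well in Optimem with 2% FCS. The reporter's EGFP is disrupted by mis-splicing of beta-globin intron IVS2-654. Readout: summed well GFP fluorescence from 488 nm laser scanning; reference was 500 nM antisense […] 654 PNA.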
# CRE Fsk mod: alters forskolin-stimulated CRE reporter signaling in CHO cells; CHO CRE-bla reporter (cAMP response element driving beta-lactamase), forskolin EC10, beta-lactamase ratio; Potency, µM (series often up to 38.2 µM), without a hit: at the highest dose activity change, negative = inhibition, actives largely listed as activators; 71,000 compounds, 2.5% hits; AID 662; active means well fitted activation curve with a large enough effect in the signal ratio, with a control signal flat, not every such curve was filed as active; inconclusive means small, poorly fitted or top-dose-only effect, or effect the other way, or a change in a side signal; the % refers to the signal ratio; further: potency means the concentration at half of the fitted maximal effect; % of control where 0% means no effect
#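 Using CellSensor CRE-bla CHO cells in Opti-MEM with 0.5% dialyzed FBS, compounds were titrated with EC10 NKH 477 for 3 h at 37 °C. CCF4 ratio (460/530 nm) gave %Activity; AC50 derived.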
# 4-MU autofl: compound fluoresces in the 4-MU spectral region. 59,000 compounds, 11% hits. max dye-equivalent concentration, M. compound autofluorescence, 340/450 nm, 4-MU equivalents; hits give high values; in the data active means max dye-equivalent concentration above about 10 nM; inconclusive means mostly about 1.1 nM to 9.6 nM
#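 Compounds in 100 mM Tris, pH 8.0, incubated 15 min at room temperature, then fluorescence read at 340 nm excitation/450 nm emission. Signal converted to 4-MU dye-equivalent concentration using an on-plate six-point 4-MU standard curve.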
# Hsp90 Hop PPI: changes Hsp90-Hop TPR2A binding signal, up or down. 71,000 compounds, 0.44% hits. AID 595. Potency, µM (titrated, usually from 57 µM), for the others: at the top dose activity change, negative = inhibition. AlphaScreen TPR2A-His6 binding biotin-Hsp90 C-terminal peptide; active means well fitted curve in either direction with a large enough effect; inconclusive means small, poorly fitted or top-dose-only effect, or another doubt; further: potency means the concentration at half of the fitted maximal effect; on the % scale 0 is the no-effect control and ±100 the full control effect; many of its hits are not listed in these tables
# 15-hLO inh: 15-hLO (ALOX15) enzyme inhibition; Potency, µM (doses to about 57.1 µM), for inactives: top-dose activity change, negative = inhibition, hits mostly inhibitors; P16050; purified 15hLO-1, xylenol orange hydroperoxide absorbance; 74,000 compounds, 1.4% hits; further: potency means the concentration at half of the fitted maximal effect; on the % scale 0 is the no-effect control and ±100 the full control effect; nearly all actives have a fitted effect of over 55% in size
# Target sequence (P16050 whole entry, looked up): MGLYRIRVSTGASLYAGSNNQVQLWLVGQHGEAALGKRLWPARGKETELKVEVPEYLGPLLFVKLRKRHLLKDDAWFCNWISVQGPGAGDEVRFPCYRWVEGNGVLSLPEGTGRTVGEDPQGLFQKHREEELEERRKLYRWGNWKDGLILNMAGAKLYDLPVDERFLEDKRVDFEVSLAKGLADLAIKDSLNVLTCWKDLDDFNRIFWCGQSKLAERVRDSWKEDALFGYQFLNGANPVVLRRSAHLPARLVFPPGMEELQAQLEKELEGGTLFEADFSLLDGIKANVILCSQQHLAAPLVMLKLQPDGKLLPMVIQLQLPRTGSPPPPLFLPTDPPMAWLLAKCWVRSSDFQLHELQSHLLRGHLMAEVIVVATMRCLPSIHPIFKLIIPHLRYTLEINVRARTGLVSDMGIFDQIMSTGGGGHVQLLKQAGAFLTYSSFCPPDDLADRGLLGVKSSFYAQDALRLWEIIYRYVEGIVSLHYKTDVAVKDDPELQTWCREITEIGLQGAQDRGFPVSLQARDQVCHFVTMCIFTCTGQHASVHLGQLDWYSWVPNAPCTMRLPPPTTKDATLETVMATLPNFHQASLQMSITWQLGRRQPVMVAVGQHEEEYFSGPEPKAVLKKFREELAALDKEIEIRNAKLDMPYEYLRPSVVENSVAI
#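 Inhibition is scored from a chromogenic endpoint. After 15 min enzyme-compound contact, arachidonic acid (50 uM final) reacts 6 min with 40 nM 15hLO-1 at room temperature, then Fe-XO reagent is added for 30 min and absorbance ratio recorded.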
# DNA Pol III inh: blocks replication by bacterial DNA polymerase III holoenzyme; reconstituted DNA polymerase III holoenzyme replication, biochemical; Potency, µM (doses to about 57.1 µM), inactives show at the highest dose activity change, negative = inhibition; 71,000 compounds, 0.25% hits; AID 603; further: potency means the concentration at half of the fitted maximal effect; on the % scale 0 is the no-effect control and ±100 the full control effect
#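 Reconstituted *E. coli* holoenzyme (0.35 nM Pol III, 1 nM beta, 154 nM SSB, 2 nM primase) was preincubated with compound for 15 min at RT. Synthesis on 1.4 nM ssM13Gori ran 35 min, then was stopped with PicoGreen/EDTA and read as dsDNA fluorescence.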
# GFP derepression: epigenetic modulators derepressing GFP locus in mouse cells. mouse C127i GFP locus derepression, cytometry, 30 h. 68,000 compounds, 0.09% hits. Potency, µM (highest dose often 46.1 µM), for inactives: at the top dose GFP derepression (activation). AID 597; further: % of control where 0% means no effect
#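 Locus derepression in mouse mammary C127i cells whose integrated CMV-GFP reporter is normally silent; GFP expression after 30 h compound treatment was quantified by counting fluorescent cells.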
# BRCT inh red: BRCT-phosphoprotein interaction inhibition (red fluorophore); BRCT-phosphopeptide binding, red fluorescence polarization; Potency, µM (series often up to 76.9 µM), for the others: top-dose activity change, negative = inhibition, usual class: inhibitors; 75,000 compounds, 0.03% hits; further: on the % scale 0 is the no-effect control and ±100 the full control effect
#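 Rhodamine-labelled pBACH1 10-mer (100 nM) bound to BRCT domain (100 nM) at pH 7.3; compounds incubated 12 min room temperature, polarization read. Free peptide defines full inhibition; unlabelled decapeptide titrated as control.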
# BRCT inh green: inhibitors of human BRCA1 BRCT-phosphoprotein interaction (green fluorophore); P38398; BRCA1 BRCT-phosphopeptide binding, green fluorescence polarization; Potency, µM (titrated, usually from 76.9 µM), inactives show at the highest dose activity change, negative = inhibition, hits mostly inhibitors; 75,000 compounds, 0.05% hits; AID 875;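 further: potency means the concentration at half of the fitted maximal effect; plate controls were peptide without protein for full effect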
#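 Fluorescence polarization: His-tagged BRCT (~35 kDa BRCA1 C-terminus, 250 nM) bound to 100 nM fluorescein-labeled phosphorylated 10-aa BACH1 peptide, pH 7.3 phosphate buffer with DTT and Tween 20. Compounds incubated 12 min at room temperature; inhibition read as lowered polarization.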
# * = called active by the depositor; i = inactive; ? = inconclusive; / = not tested or not shown; & = joins results of further samples; [ ] = another dose, or the depositor's remark. Unless noted, the call rests on the fitted dose curve; in most records, active means well fitted curve in the direction sought with a large enough effect; inconclusive means small, poorly fitted or top-dose-only effect, or another doubt; inactive means no such curve, though single readings can be large; an effect the other way counts as inactive or inconclusive.
SMILES,A350 autofl,Ub-GFP proteasome,HBB splice mod,CRE Fsk mod,4-MU autofl,Hsp90 Hop PPI,15-hLO inh,DNA Pol III inh,GFP derepression,BRCT inh red,BRCT inh green
CN(Cc1cc2ccccc2[nH]c1=O)C(=O)C1CCCCC1,?,/,0.9%[0.369 µM],15%,i,-2%,-3%,-6%,0%,0.3%,-1.1%
CN(C)C(=O)c1ccc(-c2nccc(-n3ccnc3)n2)cc1,i,-2%,-1.9%,?,i,2%,?,-8%,6%[9.22 µM],-2.0%,-3.8%
COC(=O)[C@H](CCSC)NC(=O)Nc1ccc(C)cc1C,i,-4%,0.8%[57.5 µM],-9%,i,-4%,-3%,-1%,2%,1.3%,-0.8%
Cc1nn(Cc2ccc(Cl)cc2)c(C)c1NC(=O)c1cc(-c2ccc3c(c2)OCO3)on1,1.9e-08M*,5%,0.6%,?,2.1e-08M*,1%,-21%,0%,?,-1.1%,-2.2%
Cc1nnc2c3cnn(-c4ccc(Cl)cc4)c3ncn12,2.6e-08M*,-1%,-0.9%,-7%,2.6e-08M*,-3%,-11%,0%,2%,1.0%,0.1%
O=C(CN(Cc1ccco1)C(=O)CNS(=O)(=O)c1ccc(Cl)cc1)NCc1ccc(F)cc1,i,0%,-0.2%[57.5 µM],-13%,i,-1%,-1%,-2%,7%,2.6%,1.1%
COc1ccc(N2C(=O)CC(Sc3nccc(C)n3)C2=O)cc1 (configuration not stated),/,4%,0.5%[9.22 µM],5%,/,-2%,-9%,-11%,-4%,0.1%,-0.5%
Cc1cccc2sc(N)nc12,/,/,-0.2%,-8%,/,0%,3%,-5%,/,0.2%,0.3%
CCCOc1ccccc1N1C(=O)CC(N2CCOCC2)C1=O (configuration not stated),/,1%,-5.1%,-2%,/,-3%,7%,3%,-2%,1.5%,-1.7%
CCCCCCNC(=O)C(C(=O)OCC)C1CCCCC1 (configuration not stated),/,-16%,-4.3%,-6%,/,5%,1%,1%,2%,-0.5%,1.8%
Fc1ccc(CN2CCSCC2)cc1Br,i,-7%,0.6%,-10%,i,-5%,-23%,-1%,5%,-0.9%,-1.3%
CC(C)(C)OC(=O)NCCc1nnc(S(=O)(=O)Cc2ccc(Cl)cc2Cl)o1,?,4%,-5.1%[0.369 µM],?,i,-2%,-1%,-2%,9%,-0.9%,-1.2%
CCN1CCCC1Cn1cnc2c([nH]c3ccc(Cl)cc32)c1=O (configuration not stated),?,-3%,3.6%[1.84 µM],15%,?,1%,6%,-3%,-3%,-0.8%,0.0%
CCOc1cc(S(=O)(=O)N2CC=C(c3ccc(F)cc3)CC2)c(OCC)cc1-n1cnnn1,i,-7%,/,0%,i,2%,-6%,0%,1%,0.5%,3.7%
COc1ccc2c(c1OC)C(=O)N(c1cccc(C)c1)C2,i,1%,-0.3%,?,i,-6%,-1%,-6%,0%,-0.5%,0.6%
COC(=O)c1ccc(CSc2nc3c(cnn3-c3ccc(C)cc3)c(=O)[nH]2)o1,i,1%,-1.3%,6.3µM*,i,-7%,-29%,-3%,1%,0.3%,0.7%
CNc1nc(CC(C)=O)ns1,i,1%,/,-1%,i,-3%,5%,2%,-2%,0.2%,0.2%
Cn1c(CNC(=O)C(C)(C)C)nc2ccccc21,i,3%,-0.1%,5%,i,-4%,15%,0%,-1%,-1.7%,-3.0%
Cc1ccccc1NC(=O)C(C#N)Cc1cccnc1 (configuration not stated),i,1%,-0.4%,-6%,i,-3%,9%,-3%,1%,-0.6%,-3.1%
CC1CCCCC1NC(=O)CN1C(=O)NC(C)(c2ccc(OC(F)F)cc2)C1=O (configuration not stated),i,-3%,-0.2%[57.5 µM],-3%,i,-1%,-1%,-3%,0%,-0.2%,5.3%
Nc1nc(Nc2ccc(Cl)cc2Cl)nc(C(F)(F)F)n1,i,1%,-0.6%,23%,i,1%,?,-6%,0%,-0.6%,-3.7%
Cc1occc1-c1nnc(SCC(=O)N2CCOCC2)n1Cc1ccco1,i,-1%,/,-1%,i,1%,-1%,1%,-2%,0.7%,-1.3%
COC(=O)CSc1ncccc1-c1nc2ccccc2[nH]1,1.3e-08M*,1%,/,1%,1.3e-08M*,1%,3%,1%,6%,-2.1%,-1.4%
COc1ccc2nc(C)cc(N3CC(C)OC(C)C3)c2c1 (configuration not stated),?,4%,0.6%,18%,i,-2%,1%,-8%,0%,-0.2%,-1.0%
Cn1c(COc2ccccc2)nnc1SCc1nc2ccccc2[nH]1,1.6e-08M*,4%,-0.8%,-10%,1.7e-08M*,-8%,21%,0%,4%,0.1%,2.9%
# The results go on.
SMILES,A350 autofl,Ub-GFP proteasome,HBB splice mod,CRE Fsk mod,4-MU autofl,Hsp90 Hop PPI,15-hLO inh,DNA Pol III inh,GFP derepression,BRCT inh red,BRCT inh green
c1ccc2c(c1)c1cccc3ccc4cccc2c4c31,/,/,0.4%,5%,/,2%,3%,1%,/,1.6%,-2.2%
CC(C)CC(=O)Nc1ccc2oc(-c3ccncc3)nc2c1,3e-08M*,/,0.9%[0.369 µM],29%,2.2e-08M*,5%,8%,-9%,-2%,-0.2%,4.1%
Cc1cc(C)n(C(=O)C(C)N2C(=O)c3ccccc3C2=O)n1 (configuration not stated),?,17%,-2.0%,?,i,-1%,2%,-6%,-1%,-0.1%,-1.1%
Cc1cc(S(=O)(=O)N2CCN(c3c(C)cccc3C)CC2)ccc1F,i,3%,1.5%,-5%,i,23%,-13%,0%,0%,-0.3%,0.9%
c1ccc(CNc2ncnc3nc[nH]c23)nc1,/,-4%,-0.8%,-10%,/,0%,-27%,-6%,/,0.5%,-1.7%
CC1(CCC(=O)OC2CCCCC2)OCCO1,i,2%[9.17 µM],1.1%[9.22 µM],3%[7.6 µM],i,-3%[11 µM],1%[11.4 µM],0%[11.4 µM],0%[9.22 µM],-2.5%[15.4 µM],-2.4%[15.4 µM]
COc1ccc(S(=O)(=O)Cc2ccc(C(=O)N3CCN(c4ccccc4)CC3)o2)cc1,/,-11%,-1.5%,10%,/,-5%[2.3 µM],5%,-2%,/,0.6%,0.0%
CCc1cccc(NC2c3ccccc3C(=O)N2c2ccc(C)cn2)c1 (configuration not stated),/,-11%,-1.0%,-9%,/,-1%[2.3 µM],-5%,0%,/,-1.3%,0.6%
COCc1cc(C)nc(SCC(=O)Nc2ccccc2C)c1C#N,i,1%,/,14%,i,5%,-27%,1%,0%,0.8%,0.3%
COc1ccc(S(=O)(=O)n2ccnc2)c2cccnc12,i,1%,-2.0%,?,i,-4%,1%,-1%,-3%,-1.9%,0.1%
Oc1ccc(-c2nc(-c3ccc(F)cc3)c(-c3ccncc3)[nH]2)cc1,i,-1%&5%,0.5%,?,i,-9%&-3%,?,-2%&-2%,-2%&-2%,-4.6%,-2.5%
O=S(=O)(Nc1cccnc1)c1cc(Cl)ccc1Cl,/,5%,1.0%,3%,/,-2%,7%,1%,-2%,1.8%,-1.2%
C=CCOc1ccc(/C=C/C(C)=N\O)cc1,/,19%,-3.5%,-2%,/,-1%,0%,-5%,0%,1.7%,-1.8%
CCOC(=O)c1cc(-c2nnc(-c3ccc(Cl)cc3)o2)c(C)nc1C,/,5%,0.6%,-2%,/,1%,1%,-2%,1%,-1.1%,-1.5%
O=C(Cn1nc(Cl)nc1Cl)c1ccc2c(c1)OCCO2,i,-6%,-3.1%[57.5 µM],-9%,i,0%,0%,4%,7%,-0.9%,-0.4%
COCCNC(=O)CSc1nc2ccccc2c(=O)n1CCCC(=O)NCc1ccccc1,?,2%,3.3%,-25%,?,-5%,6%,1%,0%,-0.6%,-2.1%
CC(C)(C)NC(=O)C(c1ccncc1)N(C(=O)CNC(=O)c1ccco1)c1ccc2c(c1)OCO2 (configuration not stated),i,5%,/,-1%,i,-3%,4%,-1%,0%,0.5%,-1.3%
CC1(C)CC(=O)C2=C(C1)Nc1ccccc1NC2c1ccccn1 (configuration not stated),/,-1%,3.7%,2%,/,-3%,4%,-1%,-1%,1.5%,-1.0%
CC1CCCCC1NC(=O)Cn1c(CN2CCCCC2)nc2ccccc2c1=O (configuration not stated),i,-2%,-1.1%,-13%,i,-5%,13%,-3%,-4%,-1.2%,2.3%
O=C(CN1C(=O)c2cccc3cccc1c23)Nc1ccccc1C(=O)NCc1ccco1,4.3e-08M*,4%,/,-3%,5.5e-08M*,?,-8%,-1%,-2%,0.0%,2.5%
